RmlCD inh 1536 – M. tuberculosis RmlC/RmlD inhibition; P9WH09+P9WH11; RmlC+RmlD coupled enzyme assay, percent inhibition; primary screen in compound mixtures; inhibition, % at 3.6 µM; 0.03% of 160,000 active; in the data active = inhibition mostly above about 34%, no sharp cut-off; note: some results filed as inactive read as strong as hits
Target sequence (P9WH09 whole entry, looked up): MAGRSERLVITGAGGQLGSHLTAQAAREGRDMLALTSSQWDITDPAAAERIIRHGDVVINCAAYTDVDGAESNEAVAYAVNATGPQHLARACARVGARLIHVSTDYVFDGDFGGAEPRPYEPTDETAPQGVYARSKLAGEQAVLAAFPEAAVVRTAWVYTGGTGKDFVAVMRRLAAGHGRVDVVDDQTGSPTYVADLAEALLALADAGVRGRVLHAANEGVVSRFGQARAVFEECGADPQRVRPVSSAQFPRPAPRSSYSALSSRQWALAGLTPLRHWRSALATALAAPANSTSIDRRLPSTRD
Target sequence (P9WH11 whole entry, looked up): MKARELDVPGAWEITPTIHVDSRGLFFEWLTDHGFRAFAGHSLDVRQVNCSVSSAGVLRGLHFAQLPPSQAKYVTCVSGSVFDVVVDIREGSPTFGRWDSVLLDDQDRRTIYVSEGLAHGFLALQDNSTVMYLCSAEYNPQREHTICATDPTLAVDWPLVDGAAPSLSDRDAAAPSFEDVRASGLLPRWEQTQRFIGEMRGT
M. tuberculosis GlmU – inhibition of mycobacterial GlmU enzyme – biochemical, glucosamine-1-phosphate acetyltransferase (AID 1376); M. tuberculosis GlmU acetyltransferase enzyme assay; higher % means a stronger effect; one-dose inhibition, %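 (tested at 30 µM in the primary screen)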; IC50 in µM for titrated hits; 0.25% of 220,000 active; in the data active = inhibition above about 13%;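 note: 0% = complete reaction with vehicle and 100% = reaction without substrate; strong numbers were not always called active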
The depositor's hits bear a star; · = no result given.

structure	RmlCD inh 1536	M. tuberculosis GlmU
COc1ccc(CCC(=O)Nc2ccccc2C(F)(F)F)cc1	-9.7	-0.3%
O=C(NCc1ccco1)c1cc(-c2cccnc2)nc2ccc(Cl)cc12	14.1	1.8%
CCCCN(C)Cc1c(C)[nH]c2ccc(OCC)cc2c1=O	·	-5.2%
CCC(C)N1CC(C(=O)O)CC1=O (stereo not given)	·	4.4%
O=c1c2ccccc2nc(N/N=C/c2ccccc2)n1O	-6.0	·
COc1ccccc1N1CCN(Cc2nnnn2CCc2ccccc2)CC1	-4.7	4.6%
OCCN1CCN(Cc2cccc(Oc3ccc(Cl)cc3)c2)CC1	·	-1.0%
Cc1oc2c(CN(C)C)c(O)ccc2c(=O)c1-c1ccc2ccccc2n1	·	-2.0%
Cc1cc(=O)[nH]c(N=N/C(=N/Nc2ccc(O)cc2)c2ccccc2)n1	·	-0.6%
COC1(NS(=O)(=O)c2ccc(Br)cc2)C(C)=CC(=O)C=C1C	5.8	-2.4%
COc1cc(OC)c(C2CC(=O)N3CN(c4ccccc4)CSC3=C2C#N)cc1OC (stereo not given)	·	4.3%
COc1ccccc1-c1nc(SCc2ccccn2)n[nH]1	·	1.4%
O=C(CN1C(=O)c2ccccc2C1=O)Nc1ccccc1N1CCOCC1	-5.3	-4.5%
COC(CNC(=O)C1CCCN1C(=O)OCc1ccccc1)OC (stereo not given)	-54.5	-4.1%
COc1ccccc1N1CCN(S(=O)(=O)c2cccs2)CC1	16.0	3.1%
Cc1ccc(-c2[nH]nc3c2C(c2ccsc2)C(C#N)=C(N)O3)cc1 (stereo not given)	·	5.7%
CN1c2cccc3cccc(c23)N(C)C1(C)C	1.1	·
Cc1ccc(Cl)cc1NC(=O)CC1NCCNC1=O (stereo not given)	·	4.7%
Cc1cc(=O)[nH]c(S/C=C/c2ccccc2)n1	·	3.9%
O=C1NN(c2ccccc2)C(=O)/C1=C\c1cccn1-c1ccc(Cl)c([N+](=O)[O-])c1	105.6	-3.4%
CCCNC(=O)C(CC)NS(=O)(=O)c1ccc(OC)cc1 (stereo not given)	3.3	2.2%
O=C(Cc1ccccc1)NC(=S)Nc1ccc(N2CCCCC2)cc1	35.1	-3.6%
O=C(C1=C[C@@H](C2CC2)C[C@@H](OCc2ccc(CO)cc2)O1)N1CCN(Cc2ccccc2)CC1	·	3.3%
CC(C)CCN1CC(C(=O)NCc2ccc(F)cc2)CC1=O (stereo not given)	·	-7.2%
O=C(O)CCC(=O)N1CCC(n2nnc3cc(C(F)(F)F)ccc32)CC1	4.5	0.7%
CCc1c(C)nc(SCC(=O)N2C(C)CCCC2C)[nH]c1=O (stereo not given)	-9.8	0.0%
CCOC(=O)c1ccc(NC(=O)c2ccc(NC(=O)c3ccccc3)cc2)cc1	-6.5	-1.9%
CCC(CC)NC(=O)COC(=O)c1ccc(OCc2ccc(C(C)=O)cc2OC)c(OC)c1	4.6	-2.5%
O=C(CP(=O)(c1ccccc1)c1ccccc1)N/N=C/c1cc(Br)cc(Br)c1O	-1.0	3.6%
CC(=O)COc1ccc2c(-c3ccccc3)cc(=O)oc2c1	·	0.0%
Cc1cc(C)cc(N=Cc2c(O)c3ccccc3oc2=O)c1	3.9	8.6%
CC(=O)c1cc(CC=C(C)C)c(O)cc1O	·	1.5%
Oc1cc2ccccc2cc1-c1nnc2n1-c1ccccc1SC2	-11.4	8.8%
Cc1sc(NC(=O)/C=C/c2ccco2)c(C(=O)OC(C)C)c1C	-3.9	-4.8%
O=C(O)c1cc2cc(Cl)cc(Cl)c2oc1=O	-3.9	1.0%
O=C(c1ccc2ccccc2c1)N1CCN(c2ccc(C(F)(F)F)cn2)CC1	·	-2.3%
Cc1nnc(C)c2c(C)n(C(c3ccccc3)c3ccccc3)c(C)c12	-3.8	-1.6%
COc1cc(/C=N/N2CCN(C3c4ccccc4-c4ccccc43)CC2)cc(OC)c1O	-4.8	-4.2%
Cc1ccccc1NC(=O)CCC(=O)N/N=C/c1cc([N+](=O)[O-])ccc1O	2.0	2.9%
Cc1nnc(SCC(=O)c2ccc(S(=O)(=O)N3CCOCC3)cc2)n1-c1ccccc1	3.7	-3.0%
O=c1c(Cc2c(F)cccc2Cl)c(O)ccn1C1CC1	-6.7	-3.1%
CCOC(=O)c1noc(C)c1C(=O)Nc1nc(C)cc(C)n1	8.0	4.5%
CN(CCC#N)C(=O)COC(=O)c1ccccc1OCc1ccccc1Cl	0.7	-0.5%
CC(=O)OC1COC(N2CCc3ccccc32)C(OC(C)=O)C1OC(C)=O (stereo not given)	·	-0.6%
CC(=O)NCCC(=O)Nc1cc(F)ccc1C	7.5	-4.9%
COc1cc(OC)cc(C(=O)NCc2n[nH]c(=S)n2-c2ccccc2)c1	·	-3.4%
N#Cc1c(N(CCO)CCO)nc(N)c2c(N)nc3c(c12)CC(=O)N3CC1CCCO1 (stereo not given)	-9.1	-4.2%
COc1ccc(N2CCN(C(=O)c3ccc(NS(=O)(=O)c4ccccc4)cc3)CC2)cc1	-7.3	3.6%
Cc1cc(NCc2ccco2)n2ncnc2n1	-8.8	-0.2%
CC(=O)N1CCN(c2nc(N)c(C#N)c(CC#N)c2C#N)CC1	-11.3	-6.5%

Copied from the results shown for reference:
structure	RmlCD inh 1536	M. tuberculosis GlmU
O=C(CN1C(=O)c2ccccc2C1=O)Nc1ccccc1N1CCOCC1	-5.3	-4.5%
COC(CNC(=O)C1CCCN1C(=O)OCc1ccccc1)OC (stereo not given)	-54.5	-4.1%
COc1ccccc1N1CCN(S(=O)(=O)c2cccs2)CC1	16.0	3.1%
Cc1ccc(-c2[nH]nc3c2C(c2ccsc2)C(C#N)=C(N)O3)cc1 (stereo not given)	·	5.7%
CN1c2cccc3cccc(c23)N(C)C1(C)C	1.1	·
Cc1ccc(Cl)cc1NC(=O)CC1NCCNC1=O (stereo not given)	·	4.7%
Cc1cc(=O)[nH]c(S/C=C/c2ccccc2)n1	·	3.9%

(list continues)
structure	RmlCD inh 1536	M. tuberculosis GlmU
Cc1ccc(C2C(C#N)=C(N)OC3=C2C(=O)CC(C)(C)C3)s1 (stereo not given)	·	3.2%
CCCc1nn(C)c(C(=O)Nc2ccccc2)c1Cl	4.6	6.5%
CCN(CC)c1nc2ccccc2[nH]c1=O	·	1.6%
O=C(CCn1c(=O)c2ccccc2n(Cc2cccnc2)c1=O)NCc1ccc2c(c1)OCO2	4.6	2.6%
CCOC(=O)c1sc2nc(C)n(CC(=O)NCC3CCCO3)c(=O)c2c1C (stereo not given)	3.4	0.6%
O=C1CCCC2=C1C(c1ccncc1)c1c(nc(SCc3ccccc3Cl)[nH]c1=O)N2 (stereo not given)	·	5.2%
CCOC(=O)/C(C#N)=C\c1ccc(O)c(OC)c1	87.8	-0.5%
Cc1cc(N2CCOCC2)c2c(N)cc(C)c(C)c2n1	4.0	-5.0%
CC(O)CN(Cc1cccc(Cl)c1)CC(C)O (stereo not given)	12.2	-4.0%
COC(=O)c1ccccc1NC(=O)CN(c1ccccc1)S(=O)(=O)N(C)C	·	0.2%
CC(C(=O)c1c[nH]c2ccccc12)N1CCN(C(=O)c2ccco2)CC1 (stereo not given)	-5.2	-1.8%
N#CC1=C(N)Oc2ccccc2C12C(=O)Nc1n[nH]c(-c3ccccc3)c12 (stereo not given)	-1.1	-4.1%
O=c1[nH]n(-c2cccc(Cl)c2)c2ncccc12	-8.7	-0.9%
Cc1ccc(C2(O)CN(c3ccccc3)C3=[N+]2CCS3)cc1 (stereo not given)	10.7	-4.1%
Cc1c(CNC(=O)c2cnn3c2NC(c2ccc(Br)cc2)CC3C(F)(F)F)cnn1C (stereo not given)	4.5	-15.0%
COc1cc(SSc2cc(OC)cc([N+](=O)[O-])c2N)c(N)c([N+](=O)[O-])c1	-9.9	-4.3%
COc1ccccc1NC(=S)N1CCN(Cc2ccc3c(c2)OCO3)CC1	8.7	-0.8%
OCCNCc1cc(Br)ccc1OCc1ccc(Cl)cc1	-5.8	·
COc1ccc(C(=O)Nc2oc(-c3ccccc3)c(-c3ccccc3)c2C#N)cc1OC	12.1	-0.3%
Cc1cc2c(NC(=O)Nc3ccc(C(C)(C)C)cc3)cccc2nn1	1.2	·
COc1ccc(N2C(=S)NC(C)(C)CC2(C)c2ccc(OC(C)=O)cc2OC(C)=O)cc1 (stereo not given)	2.6	-6.8%
CCOC(=O)C1(CCCc2ccccc2)CCN(C(=O)c2cc(C)nc(C)n2)CC1	4.8	-0.7%
CCCCCn1cnc2sc(CC)cc2c1=O	-5.9	0.6%
CN(C)c1ccc(S(=O)(=O)c2ccc(Cl)cc2)cc1	3.8	·
Cc1ccc(S(=O)(=O)N2CC3(C)CN(S(=O)(=O)c4ccc(C)cc4)CC(C)(C2)C3)cc1	13.1	1.6%
CC(=O)Nc1ccc(S(=O)(=O)NCC2CCC(C(=O)NC(C)c3ccccc3)CC2)cc1 (stereo not given)	6.3	1.2%
Cc1ccc(S(=O)(=O)N2CCOCC2)cc1C(=O)OCC(=O)N1CCc2ccccc2C1	-5.5	1.6%
Cc1nnc(SC(C(=O)Nc2cc(Cl)cc(Cl)c2)c2ccccc2)[nH]c1=O (stereo not given)	-4.4	6.9%
CCN(CC)c1ccc(/C=C(\C#N)c2nc(-c3cccs3)c(NC(C)=O)s2)cc1	-3.8	-6.0%
CCC(=NCc1cccnc1)c1c(O)n(-c2ccccc2C)c(=O)[nH]c1=O	29.4	-0.3%
O=C(CSc1nnc(-c2cccc(F)c2)o1)Nc1nncs1	8.8	-2.7%
CCCCN1CCC(C#N)(Nc2ccccc2)CC1	-2.9	-2.8%
O=C(OCC(=O)c1ccc(Cl)cc1Cl)c1ccc2c(c1)C(=O)N(c1cccc3ncccc13)C2=O	24.1	5.2%
COC(CSc1ncnc2c1oc1nc3c(cc12)COC(C)(C)C3)OC	6.9	5.7%
CC(=N)C1=C(O)CC(C)(C)CC1=O	11.0	-3.3%
CCOc1ccc2c(c1)S/C(=C\c1cccs1)C(=O)N2	-8.2	-2.2%
CC(C)Cn1c(N2CCN(CC(=O)Nc3ccc(Cl)cc3)CC2)nc2ccccc21	-32.4	3.8%
COc1cc(C2C(C(=O)c3ccco3)=C(O)C(=O)N2Cc2cccnc2)cc(OC)c1OC (stereo not given)	-4.0	-5.6%
Cc1ccc2c(c1)C(c1ccc(F)cc1)N(C(=O)C1CC1)CC(=O)N2 (stereo not given)	6.8	-4.0%
O=C(Nc1ccc(Cl)cc1)Nc1cc(S(=O)(=O)N2CCOCC2)ccc1N1CCCC1	2.3	-8.6%
CC[C@H](C)[C@H](NC(N)=O)C(=O)OCC(=O)NCc1ccc(Cl)cc1	3.4	-5.9%
O=S(=O)(Nc1ccc2c(c1)OCCO2)c1cccc2nsnc12	20.2	2.7%
Cc1cc2cc(CN(Cc3cccs3)C(c3nnnn3C(C)(C)C)C(C)C)c3nnnn3c2cc1C (stereo not given)	-11.0	-0.1%
O=C(O)C1Cc2ccccc2CN1C(=O)CCl (stereo not given)	-1.6	8.2%
FC(F)(F)c1ccc(Cl)c(NC(=S)N/N=C/c2ccccc2C(F)(F)F)c1	-8.0	-1.7%
CCC(=O)NC(NC(=S)Nc1ccc(S(N)(=O)=O)cc1)C(Cl)(Cl)Cl (stereo not given)	31.0	-9.2%
COc1ccccc1Oc1nc(-c2ccccc2)cc(C)c1S(C)(=O)=O	·	-5.7%
Cc1cc(S(=O)(=O)Nc2ccc(C(=O)N3CCN(C(=O)c4ccco4)CC3)cc2)ccc1F	-9.4	0.3%
Cc1ccc(C(=O)N/C(=C\c2ccc(-c3ccc(Cl)cc3)o2)C(=O)NCCCN(C)C)cc1	12.3	-12.8%
CCOC(=O)C1=C(C)OC(N)=C(C#N)C12C(=O)Nc1ccc(C)cc12 (stereo not given)	8.3	4.5%

(continued)
structure	RmlCD inh 1536	M. tuberculosis GlmU
Clc1ccc(-c2nnc(SCc3cn4ccsc4n3)n2CC2CCCO2)cc1 (stereo not given)	·	-0.8%
O=C1C2N=NN(CC(=O)N3N=C(c4ccccc4)CC3c3ccc([N+](=O)[O-])cc3)C2C(=O)N1c1ccccc1 (stereo not given)	4.2	8.1%
CCn1ccnc1CN(C)Cc1nc(-c2ccc(C(=O)OC)cc2)no1	6.7	-1.5%
COCCNCCCCOc1c(Cl)cc(C)cc1Br	4.4	-1.4%
COc1ccccc1N1CCN(CC(=O)Nc2c(C)n(C)n(-c3ccccc3)c2=O)CC1	·	7.9%
CC(=O)NC(CC(=O)Nc1ccc(S(=O)(=O)N2CCCC2)cc1)c1ccccc1 (stereo not given)	9.7	7.8%
CC(C)(C)NC(=O)C(c1ccncc1)N(Cc1cccs1)C(=O)c1csnn1 (stereo not given)	16.3	0.5%
Cc1ccc(OCC(=O)N/N=C\c2cccs2)c([N+](=O)[O-])c1	2.3	-0.5%
COc1ccc2c3c([nH]c2c1)C(C)=NCC3	·	0.4%
Cc1ccc(-c2cc3nc(-c4ccccc4)cc(N4CCC5(CC4)OCCO5)n3n2)cc1	·	-3.2%
COCCNC(=O)CN1CCC(NC(=O)Nc2ccccc2)CC1	-7.8	-0.5%
Cc1ccc(C(=O)N[C@@H](C)CN2C3=NC[C@@H](Cc4ccccc4)N3C[C@H]2Cc2ccc(O)cc2)cc1Br	·	-16.6%
O=C(Nc1nc2ccc(C(=O)N3CCCCC3)cc2s1)C1CCCCC1	5.7	-2.6%

These rows are one share of the data; count on the stated rates, not on these rows.
